Screens from PubChem BioAssay.
Tb MetRS inh: T. brucei MetRS inhibitors, primary screen, biochemical, luminescence; methionyl-tRNA synthetase (Trypanosoma brucei brucei); purified T. brucei MetRS, ATP depletion, Kinase-Glo luminescence; inhibition, % at 11.9 µM; actives 0.4% (n = 360,000); AID 624268, 2012;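 active means inhibition above a per-plate cutoff of the control wells' mean inhibition plus 3 SD, cut at about 5.5% in these data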;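 further: 0% = DMSO wells median and 100% = median of wells with control inhibitor compound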
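Dosing: 11.9 µM single point; system: parasite MetRS enzyme; technique: luminescence of leftover ATP; times: 15 min enzyme-compound preincubation, 2 h reaction, 10 min detection, 25 °C; replicates: each compound tested once; read-out basis: percent inhibition relative to median high and low control wells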
DNMT1 block: human DNMT1 methyltransferase inhibitors, primary screen, biochemical, molecular beacon, fluorescence, HinP1I cleavage, uHTS | DNA (cytosine-5)-methyltransferase 1 (Homo sapiens), P26358 | inhibition (reported as % activation of signal), % at 10 µM | actives 0.83% (n = 360,000) | AID 588458, 2011; in the data active means inhibition above about 50%
CSN deneddyl inh: inhibitors of CSN-mediated cullin deneddylation, primary screen, biochemical, fluorescence polarization, uHTS. COP9 signalosome complex subunit 5 (Homo sapiens), Q92905. Purified CSN, SCF-Nedd8-OG deneddylation. inhibition, % at 12.5 µM. actives 0.38% (n = 360,000);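 active means pattern-corrected inhibition above about 35%, with an unprinted fluorescence ratio check between 0.5 and 1.5, limit read from the data, passing the limit was not always enough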;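 further: 0% = enzyme with substrate and 100% = substrate without enzyme; some results filed as inactive read as strong as hits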
Target sequence (Q92905 whole entry, looked up, one chain of several): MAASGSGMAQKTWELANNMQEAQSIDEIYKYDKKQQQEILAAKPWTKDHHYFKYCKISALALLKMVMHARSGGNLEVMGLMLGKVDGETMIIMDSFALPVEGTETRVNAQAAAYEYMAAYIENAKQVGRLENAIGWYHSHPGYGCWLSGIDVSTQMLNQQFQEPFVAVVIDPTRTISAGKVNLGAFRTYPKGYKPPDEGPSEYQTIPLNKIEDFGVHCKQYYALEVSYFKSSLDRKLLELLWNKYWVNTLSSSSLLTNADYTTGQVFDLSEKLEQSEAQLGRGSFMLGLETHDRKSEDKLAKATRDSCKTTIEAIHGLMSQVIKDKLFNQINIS
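Test system: Human Csn5 produced in HEK293T cells | Compound: 12.5 µM single point | Times: 90 min, room temperature | Signal: Fluorescence polarization readout | Read-out basis: % inhibition of substrate cleavage by Csn5 | Controls: no-enzyme wells high, enzyme-with-substrate wells low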
STEP inh: STEP phosphatase inhibitors, primary screen, biochemical, fluorescence intensity, uHTS. Tyrosine-protein phosphatase non-receptor type 5 (Homo sapiens), P54829. recombinant STEP, OMFP fluorogenic substrate. inhibition, % at 20 µM. actives 0.25% (n = 360,000). AID 588621, 2011;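 active means inhibition at 20 µM, scaled per plate between control wells, above about 37%, limit read from the data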;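 further: 0% = DMSO with enzyme and substrate and 100% = substrate only without enzyme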
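System: STEP phosphatase, cell-free reaction; Buffer or medium: Bis-Tris pH 6.0 buffer with DTT, detergent; Incubation: 20 min at room temperature, dark; Measured by: fluorescence, 480/540 nm.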
Scp1 inh: Scp-1 phosphatase inhibitors, primary screen, biochemical, colorimetric, uHTS; inhibition, % at 20 µM; Recombinant Scp1, phosphopeptide, malachite green phosphate absorbance; Carboxy-terminal domain RNA polymerase II polypeptide A small phosphatase 1 (Homo …; actives 0.88% (n = 340,000);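 active means inhibition above about 50% at 20 µM, limit read from the data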;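 further: plate controls were DMSO wells with enzyme for no effect and wells lacking enzyme for full effect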
Target sequence (Q9GZU7 76-261 limits assumed): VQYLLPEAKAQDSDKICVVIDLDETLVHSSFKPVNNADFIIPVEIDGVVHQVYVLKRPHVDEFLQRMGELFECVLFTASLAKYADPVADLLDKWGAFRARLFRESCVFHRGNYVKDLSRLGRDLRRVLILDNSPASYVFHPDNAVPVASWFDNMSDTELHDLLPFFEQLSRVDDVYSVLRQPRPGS
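Test system – truncated SCP-1 phosphatase (76-261aa) · Reagent – Phosphorylated 17-residue peptide substrate · Incubation – 45 min room-temperature reaction, 5 min colour, 30 min stabiliser · Detection – colorimetric phosphate reagent with accelerator and stabiliser, absorbance at 630 nm · Measure – % inhibition at 20 µM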
Rpn11 inh: Rpn11 (PSMD14) deubiquitinase inhibitors, primary screen, biochemical, fluorescence polarization, uHTS | actives 0.59% (n = 360,000) | calls only at 20 µM | human 26S proteasome, Ub4-pepOG fluorescence polarization; 20S core pre-blocked with epoxomicin;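 active means inhibition at 20 µM, scaled to each plate's controls, above about 33%, limit read from the data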
Target sequence (O00487 whole entry, looked up): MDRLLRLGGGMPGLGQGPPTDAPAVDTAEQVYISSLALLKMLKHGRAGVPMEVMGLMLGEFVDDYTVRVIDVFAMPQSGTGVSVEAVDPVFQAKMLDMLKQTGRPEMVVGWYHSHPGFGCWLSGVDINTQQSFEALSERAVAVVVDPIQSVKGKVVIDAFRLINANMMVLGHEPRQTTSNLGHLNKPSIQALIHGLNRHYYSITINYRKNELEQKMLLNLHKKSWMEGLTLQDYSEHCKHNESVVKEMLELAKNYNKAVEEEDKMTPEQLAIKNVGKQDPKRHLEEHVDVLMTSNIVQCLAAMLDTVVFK
SUMO1-SIM PPI: modulators of SUMO1 protein-protein interactions, primary screen, biochemical, uHTS; Small ubiquitin-related modifier 1 (Homo sapiens), P63165; SUMO1 binding to a labelled peptide, TR-FRET, 1 h; inhibition, % at 20 µM; actives 0.33% (n = 360,000); AID 602429, 2012; in the data active means inhibition above about 37%
Target sequence (P63165 whole entry, looked up): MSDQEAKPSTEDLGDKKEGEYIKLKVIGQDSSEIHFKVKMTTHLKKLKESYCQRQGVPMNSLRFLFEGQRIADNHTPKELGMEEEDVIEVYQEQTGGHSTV
MLLE-PAM2 inh: inhibitors of PABP1 MLLE–PAM2 peptide binding, primary screen, biochemical, fluorescence polarization, FITC-PAM2, GST-MLLE. AID 588489, 2011. inhibition, % at 20 µM. actives 0.36% (n = 360,000). Polyadenylate-binding protein 1 (Homo sapiens), P11940; in the data active means inhibition above about 35%, passing the limit was not always enough;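 further: plate controls were DMSO wells with GST-MLLE for no effect and wells lacking GST-MLLE protein for full effect; some results filed as inactive read as strong as hits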
LMPTP block: LMPTP phosphatase inhibitors, primary screen, biochemical, fluorescence intensity, uHTS; recombinant LMPTP-A, OMFP fluorogenic substrate; inhibition, % at 20 µM; actives 0.22% (n = 360,000);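 active means compounds that cut the enzyme signal by at least half of the control window in the single-dose screen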;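 further: plate controls were DMSO wells with enzyme plus substrate for no effect and substrate without enzyme for full effect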
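Material: LMPTP-A; amount: 0.625 nM enzyme; doses: single 20 µM dose; times: reaction 50 min, room temperature, dark; technique: fluorescence intensity of OMFP turnover product; benchmarks: no-enzyme and uninhibited controls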
NadD block: inhibitors of S. aureus NadD, primary screen, biochemical, colorimetric, uHTS. inhibition, % at 20 µM. purified NadD enzyme, colorimetric absorbance read-out. AID 602399, 2012. Nicotinate-nucleotide adenylyltransferase NadD (Staphylococcus aureus N315). actives 0.78% (n = 360,000); in the data active means inhibition above about 26%; further: some compounds past the cut are filed as inactive
Numbers without * were called inactive; i = inactive; / = not tested or not shown.

SMILES	Tb MetRS inh	DNMT1 block	CSN deneddyl inh	STEP inh	Scp1 inh	Rpn11 inh	SUMO1-SIM PPI	MLLE-PAM2 inh	LMPTP block	NadD block
CC(C)Oc1ccc(CCC(=O)NNC(=O)CCC(=O)O)cc1	0.2	2	2	0	-6	i	-3	3	-0.3	-6
Cc1ccc(OCC(=O)Nc2ccccc2C(=O)N2CCCC2)cc1	0.0	0	1	-1	-2	i	-4	-4	-0.3	-5
CCN(CC)C(=O)C1CCN(c2ncnc3c2cnn3-c2ccc(C)cc2C)CC1	-1.8	4	-2	0	-7	i	0	-2	1.3	-1
CCCC(CCC(=O)Nc1ccc(S(N)(=O)=O)cc1)C(=O)O (stereo not given)	-1.1	2	0	1	-6	i	-3	0	-0.7	1
O=[N+]([O-])c1ccc2[nH]c(=S)sc2c1	-0.2	-2	4	-1	-10	i	-29	-27	-3.5	15
COc1ccc(S(=O)(=O)N2CCCCC2)cc1NC(=O)C1CC(=O)N(Cc2ccco2)C1 (stereo not given)	-0.3	17	-1	-3	30	i	3	-5	-0.4	1
Cc1cc(C(=O)O)oc(=O)c1	-1.0	5	-3	0	11	i	0	-3	0.4	-3
CN(c1cccc(NC(=O)c2cccc([N+](=O)[O-])c2)c1)S(C)(=O)=O	-0.5	5	-7	1	-8	i	-17	8	0.1	-5
O=C(CCc1ccco1)CCc1ccco1	-0.3	31	12	0	27	i	4	-8	3.1	7
CCCNC(=O)c1cc(C2CCCCN2S(=O)(=O)Cc2cccc(C(F)(F)F)c2)on1 (stereo not given)	-0.3	6	1	2	/	i	-3	6	-0.6	-3
COc1ccc(N2C[C@H](CSC)[C@@H](CC(=O)Nc3ccccc3)C2=O)cc1	-2.6	7	2	1	/	i	0	12	-1.0	-3
CCOC(=O)Nc1cccc(C(=O)O)c1	-0.7	1	1	-4	-7	i	1	-4	0.8	0
O=C(Nc1ccccc1F)c1ccc2c(c1)CCN2S(=O)(=O)c1ccccc1	-0.2	-5	0	1	-17	i	10	0	2.1	-11
Cc1cccc(N(C)C(=O)c2cc3c(=O)[nH]c4ccc(C)cc4c3s2)c1	-0.4	42	-5	3	-1	i	1	-3	0.7	-4
NS(=O)(=O)c1ccc(CCNC(=O)CN2CCCCC2)cc1	-0.1	1	-3	2	-9	i	0	14	-0.7	-4
COc1ccc(S(=O)(=O)N/N=C(/C)c2cccc(NC(=O)c3ccccc3Cl)c2)cc1	-1.2	-8	0	-4	-4	i	-5	6	0.2	2
O=C(/C=C/c1c(F)cccc1Cl)NCc1ccco1	-0.4	3	-4	-1	11	i	-7	5	-0.9	1
COC(=O)[C@@H](NC(=O)NC1CCN(Cc2ccccc2)CC1)C(C)C	-0.7	2	-9	-2	-2	i	1	8	-1.0	0
COc1ccc2oc(C(=O)NCCN3CCOCC3)c(C)c2c1OC	0.2	1	5	-2	-1	i	0	-1	-0.3	-4
Cc1ccc(NC(=O)CN(C)C(=O)Cn2cc(C(F)(F)F)ccc2=O)cc1	0.3	-1	-1	0	-11	i	0	-5	-0.8	-3

The closing 2 compounds of the section above come first, to join the parts.
SMILES	Tb MetRS inh	DNMT1 block	CSN deneddyl inh	STEP inh	Scp1 inh	Rpn11 inh	SUMO1-SIM PPI	MLLE-PAM2 inh	LMPTP block	NadD block
COc1ccc2oc(C(=O)NCCN3CCOCC3)c(C)c2c1OC	0.2	1	5	-2	-1	i	0	-1	-0.3	-4
Cc1ccc(NC(=O)CN(C)C(=O)Cn2cc(C(F)(F)F)ccc2=O)cc1	0.3	-1	-1	0	-11	i	0	-5	-0.8	-3
O=C(Nc1ccc([N+](=O)[O-])cc1)c1cncc(Br)c1	0.2	3	1	0	-7	i	-14	-8	-0.1	-1
CCOC(=O)c1ccc(NC(=O)C2C3CCCCC32)cc1 (stereo not given)	-0.9	0	2	-1	-7	i	-2	3	-0.9	-10
O=C(Nc1cccnc1Cl)c1cc(-c2cccc(O)c2)on1	-0.3	-2	7	-2	-3	i	72*	4	0.6	3
C=CCn1c(SCc2nnc(-c3ccccc3)o2)nnc1C(O)c1ccccc1 (stereo not given)	-1.1	0	-4	3	-6	i	0	-11	-1.3	1
O=c1c(Cc2c(F)cccc2Cl)c(O)ccn1CCc1c[nH]c2ccccc12	0.1	-1	11	2	-5	i	4	6	-0.3	2
Clc1ccccc1Cn1c(/C=C/c2ccco2)nc2ccccc21	-0.9	27	36*	0	10	/	3	-63	8.6	27
Cc1cnc(NC(=O)/C=C/c2ccc(Br)o2)s1	0.7	27	9	6	2	i	-3	-4	26	13
Cc1cc(C)c2c(N)c(C(=O)NNC(=O)c3ccccc3)sc2n1	-0.5	1	1	2	-6	i	-12	6	-0.3	-1
CCOc1ccc(N2C(=O)C(CC(=O)Nc3ccccc3)N(Cc3ccccn3)C2=S)cc1 (stereo not given)	0.2	1	0	-3	0	i	-5	12	0.8	7
FC(F)C(F)(F)C(F)(F)C(F)(F)c1cc(-c2ccccc2)n[nH]1	-0.5	-2	6	-4	-9	i	2	7	3.9	1
CCCCNC(=O)Cn1nc(Cc2ccncc2)c2ccccc2c1=O	0.2	1	-6	-1	-7	i	4	5	-0.4	-5
O=C(CN1CCC(C(=O)c2ccc3c(c2)OCCO3)CC1)NCc1ccc(F)cc1	-1.0	-3	-4	-2	-8	i	4	14	-0.1	2
Cc1ccc(S(=O)(=O)N2CCC(C(N)=O)CC2)cc1C(=O)NC1CCCCC1	-0.5	2	4	1	-1	i	1	-10	-1.0	0
c1cncc(-c2nnc(SCc3cccc4ccccc34)o2)c1	-0.6	-5	8	0	-9	i	-17	-1	2.4	3
COc1ccccc1CN1CN(S(=O)(=O)c2ccccc2)c2nc3ccccc3nc21	0.2	-3	-2	3	9	i	-9	3	2.7	6
CCOc1ccc(/C=N/n2nnnc2N)cc1OCC	1.7	-2	0	3	-4	i	-18	-6	-0.5	-1
COc1cc(NC(=O)c2cccc(C)c2)c(OC)cc1NC(=O)CN1CCOCC1	-0.9	-1	-2	-4	8	i	2	-7	0.0	0
Cc1nn(C)c(C(=O)NN)c1Cl	-1.3	-1	-12	3	-6	i	3	-9	-0.5	-4
CCOc1ccc(Cc2nnc(SCC(=O)Nc3c(C)cccc3C)[nH]c2=O)cc1	-0.6	2	1	3	2	i	3	35	-1.3	5
CC(=O)Nc1ccc(-c2cc(N)n(-c3ccccc3)n2)cc1	-0.9	-18	1	1	-7	i	-3	-32	1.7	-3

In the list so far, five have an NH in an aromatic ring:
SMILES	Tb MetRS inh	DNMT1 block	CSN deneddyl inh	STEP inh	Scp1 inh	Rpn11 inh	SUMO1-SIM PPI	MLLE-PAM2 inh	LMPTP block	NadD block
O=[N+]([O-])c1ccc2[nH]c(=S)sc2c1	-0.2	-2	4	-1	-10	i	-29	-27	-3.5	15
Cc1cccc(N(C)C(=O)c2cc3c(=O)[nH]c4ccc(C)cc4c3s2)c1	-0.4	42	-5	3	-1	i	1	-3	0.7	-4
O=c1c(Cc2c(F)cccc2Cl)c(O)ccn1CCc1c[nH]c2ccccc12	0.1	-1	11	2	-5	i	4	6	-0.3	2
FC(F)C(F)(F)C(F)(F)C(F)(F)c1cc(-c2ccccc2)n[nH]1	-0.5	-2	6	-4	-9	i	2	7	3.9	1
CCOc1ccc(Cc2nnc(SCC(=O)Nc3c(C)cccc3C)[nH]c2=O)cc1	-0.6	2	1	3	2	i	3	35	-1.3	5

Part of the list above with just Tb MetRS inh and MLLE-PAM2 inh:
SMILES | Tb MetRS inh | MLLE-PAM2 inh
CCOc1ccc(/C=N/n2nnnc2N)cc1OCC | 1.7 | -6
CCCCNC(=O)Cn1nc(Cc2ccncc2)c2ccccc2c1=O | 0.2 | 5
COc1ccccc1CN1CN(S(=O)(=O)c2ccccc2)c2nc3ccccc3nc21 | 0.2 | 3
O=C(Nc1ccc([N+](=O)[O-])cc1)c1cncc(Br)c1 | 0.2 | -8
FC(F)C(F)(F)C(F)(F)C(F)(F)c1cc(-c2ccccc2)n[nH]1 | -0.5 | 7

Carrying on.
SMILES	Tb MetRS inh	DNMT1 block	CSN deneddyl inh	STEP inh	Scp1 inh	Rpn11 inh	SUMO1-SIM PPI	MLLE-PAM2 inh	LMPTP block	NadD block
O=C(N=C1SC2CS(=O)(=O)CC2N1c1ccccc1F)C1CCCCC1 (stereo not given)	-0.3	0	-1	-1	-3	i	3	-8	-0.4	-6
Cc1nnc(SCC2=C(C(=O)O)N3C(=O)C(NC(=O)COc4ccc(F)cc4)C3SC2)s1 (stereo not given)	-0.3	43	12	0	39	i	17	24	0.9	7
CC1(c2ccccc2)NC(=O)N(CC(=O)Nc2cc(Cl)ccc2N2CCOCC2)C1=O (stereo not given)	-0.3	-5	2	-3	-9	i	-36	-12	-8.7	3
Cc1cccc(N2CC(O)(c3cccs3)[N+]3=C2CCCC3)c1 (stereo not given)	-0.3	3	7	-3	-4	i	-3	-2	-0.5	-2
c1ccc(NCc2cccnc2)cc1	0.9	-1	-1	-2	-2	i	-4	-4	-2.2	-3
O=C(COc1ccccc1)N/N=C/c1ccc2c(c1)OCO2	-0.8	1	-13	1	7	i	-3	-7	1.9	4
C=CCNc1ccc(C(=O)O)cc1	-0.4	-4	0	-2	-4	i	-2	1	-0.8	2
Cc1nn2c(N3CCOCC3)c3c(nc2c1-c1ccccc1)CCCC3	-0.3	1	6	3	-7	i	0	3	2.2	-1
COc1ccc(Nc2ncnc3c2c(C)c(C)n3CCO)cc1	-0.6	2	-3	-3	-16	i	0	7	-1.1	-5
